MEKK2 WT-MEK5 – raises or lowers MEK5 binding to wildtype human MEKK2 PB1 domain; Q9Y2U5; bead flow cytometry, Alexa488-MEK5 binding to MEKK2 WT; actives lie on both sides; binding response (% of control), % at 10 µM; 290,000 compounds, 1.1% hits; AID 1531; in the data active = binding response below about 67% or above about 130%
NALP1 yeast inh – NALP1 inhibition; AID 2071; S. cerevisiae NALP1/ASC/caspase-1 growth, X-gal OD620, 72 h; 280,000 compounds, 0.61% hits; inhibition, % at 10 µM; in the data active = inhibition mostly above about 24%, no sharp cut-off; inactive = mostly below about 32%; note: some compounds called inactive have numbers as strong as hits
GalR3 antagonist – antagonists of human GalR3. HEK293 GalR3-CNG cAMP membrane potential fluorescence; galR3 body fused to GalR1 C-terminus. inhibition, % at 3 µM. 360,000 compounds, 0.44% hits. AID 651719;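 active = inhibition above the screen-wide average plus 3 SD, cut at about 13% in these data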;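 note: forskolin and galanin both at EC90 stimulate the cells; cAMP rise reported by CNG channel membrane potential dye signal; 0% = forskolin plus galanin with DMSO and 100% = forskolin alone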
Target sequence (O60755 1-299 limits assumed): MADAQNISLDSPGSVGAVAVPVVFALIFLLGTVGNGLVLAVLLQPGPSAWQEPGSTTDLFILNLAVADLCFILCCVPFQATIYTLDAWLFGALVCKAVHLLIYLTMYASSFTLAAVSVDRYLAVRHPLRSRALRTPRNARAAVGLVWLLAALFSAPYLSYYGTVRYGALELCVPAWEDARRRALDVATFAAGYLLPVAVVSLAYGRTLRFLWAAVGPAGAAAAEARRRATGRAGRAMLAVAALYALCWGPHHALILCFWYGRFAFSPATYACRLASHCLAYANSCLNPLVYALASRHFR
OXTR ag – human OXTR agonism | CHO-OTR cells, Fluo-8 calcium fluorescence; normalized: DMSO 0%, oxytocin 100% | activation, % at 3 µM | 320,000 compounds, 0.32% hits | P30559 | AID 2435;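 active = activation above the mean of all tested compounds plus 3 SD, cutoff set per screening run, cut at about 20% in these data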;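 note: peak over basal fluorescence ratio from a 100 s FLIPR kinetic read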
MEKK2mut PB1 HTS – signal of MEK5 binding to mutant human MEKK2 PB1 domain. percent response, % at 10 µM. 290,000 compounds, 0.35% hits. bead flow cytometry, Alexa488-MEK5 binding to MEKK2 mutant; in the data active = percent response above about 24%, passing the limit was not always enough; note: inactives centre near 1; some results filed as inactive read as strong as hits; reference of the scale not given here
V1aR counter – counter-screen for oxytocin receptor agonists: human V1a receptor agonists. P37288. CHO-V1R cells, Fluo-8 calcium fluorescence, agonist mode; 0% DMSO, 100% 3 nM vasopressin. activation, % at 3 µM. 320,000 compounds, 0.25% hits. AID 2797;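 active = activation above the mean activation of all tested compounds plus 3 SD, per screening run, cut at about 20% in these data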;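 note: signal is peak over basal fluorescence ratio across a 100 second FLIPR read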
GPR7 antagonist – antagonists of human GPR7 (neuropeptides B/W receptor 1). P48145. inhibition, % at 4.4 µM. AID 1861. 290,000 compounds, 1.1% hits. GPR7-expressing cells, fluorescence antagonist assay; in the data active = inhibition above about 16%, passing the limit was not always enough;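 note: cells stimulated with the agonist NPW; 0% = agonist with vehicle and 100% = vehicle without agonist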
MEKK3 PB1 HTS – raises or lowers MEK5 binding to the human MEKK3 PB1 domain; bead-based flow cytometry, Alexa488-MEK5 binding to MEKK3; actives lie on both sides; 0 = blocked by unlabeled MEK5, 100 = vehicle; binding response (% of control), % at 10 µM; 290,000 compounds, 1.4% hits;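 active = binding response more than 3 SD above or below the average of its plate-row segment, actives on both sides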;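 note: Alexa488 bead fluorescence after subtracting the streptavidin-only scavenger bead signal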
Target sequence (Q99759 whole entry, looked up, the tested form may be a part): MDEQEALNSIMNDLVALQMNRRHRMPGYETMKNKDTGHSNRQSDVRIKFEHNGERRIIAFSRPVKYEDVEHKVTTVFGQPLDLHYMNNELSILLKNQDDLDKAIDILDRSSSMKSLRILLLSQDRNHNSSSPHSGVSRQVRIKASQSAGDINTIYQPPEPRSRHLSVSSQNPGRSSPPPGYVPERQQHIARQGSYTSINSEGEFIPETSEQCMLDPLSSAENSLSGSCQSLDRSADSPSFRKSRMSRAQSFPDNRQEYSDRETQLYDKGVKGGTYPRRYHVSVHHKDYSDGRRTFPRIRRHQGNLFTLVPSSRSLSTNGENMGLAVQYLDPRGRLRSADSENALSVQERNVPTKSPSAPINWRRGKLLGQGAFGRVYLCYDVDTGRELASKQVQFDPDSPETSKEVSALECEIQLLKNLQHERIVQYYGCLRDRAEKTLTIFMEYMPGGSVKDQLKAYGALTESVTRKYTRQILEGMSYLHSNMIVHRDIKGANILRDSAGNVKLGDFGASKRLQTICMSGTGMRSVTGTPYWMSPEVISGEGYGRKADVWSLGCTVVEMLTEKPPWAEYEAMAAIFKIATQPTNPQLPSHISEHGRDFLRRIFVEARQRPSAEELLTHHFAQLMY
PHOSPHO1 block – PHOSPHO1 (human) inhibition | recombinant PHOSPHO1, absorbance phosphatase assay | inhibition, % at 13.3 µM | 290,000 compounds, 1.1% hits; in the data active = inhibition above about 60%
* hit, by the source's call.

How did Cc1c(C(=O)N2CCCCCC2)c(S(=O)(=O)Nc2ccc(F)cc2)c(C)n1C do in these assays?
MEKK2 WT-MEK5: 105; NALP1 yeast inh: 4; GalR3 antagonist: -9; OXTR ag: -0.3; MEKK2mut PB1 HTS: 2; V1aR counter: 0.0; GPR7 antagonist: 7; MEKK3 PB1 HTS: 105; PHOSPHO1 block: 12

Results for CCCc1nnc(NC(=O)CCC(=O)NCc2ccccc2OC)s1 ?
MEKK2 WT-MEK5: 104; NALP1 yeast inh: 10; GalR3 antagonist: -3; OXTR ag: -1.4; MEKK2mut PB1 HTS: 6; V1aR counter: -0.1; GPR7 antagonist: -13; MEKK3 PB1 HTS: 101; PHOSPHO1 block: 8

What do the screens show for `Clc1ccc(-c2nc(/C=N/N3CCOCC3)c3ccccn23)cc1`?
MEKK2 WT-MEK5: 104; NALP1 yeast inh: -4; OXTR ag: -2.4; MEKK2mut PB1 HTS: 3; V1aR counter: -1.2; GPR7 antagonist: -10; MEKK3 PB1 HTS: 103; PHOSPHO1 block: 8

Results for CC1SCCN1S(=O)(=O)c1ccc2ccccc2c1 (configuration not stated) ?
MEKK2 WT-MEK5: 104; NALP1 yeast inh: 3; GalR3 antagonist: -5; OXTR ag: -1.6; MEKK2mut PB1 HTS: -3; V1aR counter: -0.8; GPR7 antagonist: -7; MEKK3 PB1 HTS: 104; PHOSPHO1 block: -4

Results for O=C(CSc1nc(N2CCCCC2)nc(N2CCCCC2)n1)N1CCN(c2ccccc2)CC1 ?
MEKK2 WT-MEK5: 95; NALP1 yeast inh: 5; GalR3 antagonist: -3; MEKK2mut PB1 HTS: -2; GPR7 antagonist: -7; MEKK3 PB1 HTS: 93; PHOSPHO1 block: -11

How did CC1CCCCN1CCNC(=O)CC1Oc2ccccc2NC1=O (configuration not stated) do in these assays?
MEKK2 WT-MEK5: 114; NALP1 yeast inh: 19; GalR3 antagonist: 4; OXTR ag: 1.7; MEKK2mut PB1 HTS: 6; V1aR counter: 0.5; GPR7 antagonist: 4; MEKK3 PB1 HTS: 106; PHOSPHO1 block: 0

Results for COc1ccc(S(=O)(=O)N2CCC(C(=O)N3CCN(C)CC3)CC2)cc1OC ?
MEKK2 WT-MEK5: 99; NALP1 yeast inh: 15; GalR3 antagonist: -7; OXTR ag: 1.2; MEKK2mut PB1 HTS: -4; V1aR counter: 0.8; GPR7 antagonist: -2; MEKK3 PB1 HTS: 98; PHOSPHO1 block: 8

Results for Cc1cccc(OCCOCCSc2ncccn2)c1 ?
MEKK2 WT-MEK5: 107; NALP1 yeast inh: 9; GalR3 antagonist: -2; OXTR ag: -1.4; MEKK2mut PB1 HTS: 5; V1aR counter: 0.3; GPR7 antagonist: -10; MEKK3 PB1 HTS: 105; PHOSPHO1 block: 2

How did CCOc1cc(/C=C(\C#N)C(N)=O)ccc1OS(=O)(=O)c1ccccc1 do in these assays?
MEKK2 WT-MEK5: 102; NALP1 yeast inh: 15; GalR3 antagonist: -6; OXTR ag: -0.4; MEKK2mut PB1 HTS: 2; V1aR counter: -0.8; GPR7 antagonist: -9; MEKK3 PB1 HTS: 103; PHOSPHO1 block: -2

How did CCC(CC)C(=O)NCCNC(=O)C(CC)CC do in these assays?
MEKK2 WT-MEK5: 95; NALP1 yeast inh: -7; GalR3 antagonist: 1; OXTR ag: 0.1; MEKK2mut PB1 HTS: -2; V1aR counter: 0.5; GPR7 antagonist: 8; MEKK3 PB1 HTS: 96; PHOSPHO1 block: 22

What do the screens show for `O=C(/C=C/c1ccco1)Nc1ccc2nn(-c3ccccc3)nc2c1`?
MEKK2 WT-MEK5: 102; NALP1 yeast inh: 36; GalR3 antagonist: 1; OXTR ag: -0.3; MEKK2mut PB1 HTS: 0; V1aR counter: 0.2; GPR7 antagonist: 3; MEKK3 PB1 HTS: 111; PHOSPHO1 block: 6

How did O=C(Nc1nc2ccccc2[nH]1)c1ccccc1F do in these assays?
MEKK2 WT-MEK5: 105; NALP1 yeast inh: 12; GalR3 antagonist: -5; OXTR ag: -0.5; MEKK2mut PB1 HTS: 8; V1aR counter: -0.5; GPR7 antagonist: 7; MEKK3 PB1 HTS: 103; PHOSPHO1 block: 14

How did CCC(CC)C(=O)NCc1cccnc1 do in these assays?
MEKK2 WT-MEK5: 100; NALP1 yeast inh: 13; GalR3 antagonist: 2; OXTR ag: 1.4; MEKK2mut PB1 HTS: 0; V1aR counter: 0.1; GPR7 antagonist: -10; MEKK3 PB1 HTS: 100; PHOSPHO1 block: 32

How did CCOc1ccc(Nc2nc(Cc3nnc(SCC(N)=O)o3)cs2)cc1 do in these assays?
MEKK2 WT-MEK5: 83; NALP1 yeast inh: -4; GalR3 antagonist: -2; OXTR ag: -0.5; MEKK2mut PB1 HTS: -10; V1aR counter: 0.1; GPR7 antagonist: -5; MEKK3 PB1 HTS: 78; PHOSPHO1 block: 44

What do the screens show for `NC(=O)CC(NC(=O)c1ccccc1)c1ccc(NCCN2CCOCC2)c([N+](=O)[O-])c1` (configuration not stated)?
MEKK2 WT-MEK5: 102; NALP1 yeast inh: 10; GalR3 antagonist: -3; OXTR ag: -0.9; MEKK2mut PB1 HTS: -3; V1aR counter: -0.1; GPR7 antagonist: -9; MEKK3 PB1 HTS: 102; PHOSPHO1 block: 4

What do the screens show for `COCCSc1ccccc1C(=O)Nc1ccncc1`?
MEKK2 WT-MEK5: 95; NALP1 yeast inh: 10; GalR3 antagonist: -10; OXTR ag: -0.4; MEKK2mut PB1 HTS: -1; V1aR counter: 0.7; GPR7 antagonist: 57*; MEKK3 PB1 HTS: 95; PHOSPHO1 block: 19

Results for CCn1c(SCC(=O)Nc2ccc(Cl)cc2)nc2nc3c(cc2c1=O)CCCC3 ?
MEKK2 WT-MEK5: 106; NALP1 yeast inh: 26; GalR3 antagonist: -8; OXTR ag: -1.4; MEKK2mut PB1 HTS: 0; V1aR counter: 1.1; GPR7 antagonist: -18; MEKK3 PB1 HTS: 124; PHOSPHO1 block: 1

How did CCCCNC(=O)c1ccc(S(=O)(=O)c2ccc(Cl)cc2)c(NC(C)=O)c1 do in these assays?
MEKK2 WT-MEK5: 101; NALP1 yeast inh: -12; GalR3 antagonist: -7; OXTR ag: 0.2; MEKK2mut PB1 HTS: 0; V1aR counter: 0.8; GPR7 antagonist: -4; MEKK3 PB1 HTS: 102; PHOSPHO1 block: 13

Results for CN1CCN(C(=O)C2=C[C@H](C(C)(C)C)C[C@H](OCCCCO)O2)CC1 ?
MEKK2 WT-MEK5: 87; NALP1 yeast inh: 11; GalR3 antagonist: -11; OXTR ag: -0.6; MEKK2mut PB1 HTS: 1; V1aR counter: 1.0; GPR7 antagonist: 2; MEKK3 PB1 HTS: 97; PHOSPHO1 block: 40

Results for COc1ccc2cc(-c3[nH]ncc3CN3CCCC3c3nonc3C)ccc2c1 (configuration not stated) ?
MEKK2 WT-MEK5: 92; NALP1 yeast inh: 9; GalR3 antagonist: 1; OXTR ag: -1.7; MEKK2mut PB1 HTS: -13; V1aR counter: -0.7; GPR7 antagonist: -2; MEKK3 PB1 HTS: 107; PHOSPHO1 block: 50

How did O=C(Cc1ccccc1)Nc1ccc(N2CCCCC2)cc1 do in these assays?
MEKK2 WT-MEK5: 92; NALP1 yeast inh: -1; GalR3 antagonist: 1; OXTR ag: -0.7; MEKK2mut PB1 HTS: -13; V1aR counter: 2.1; GPR7 antagonist: 1; MEKK3 PB1 HTS: 101; PHOSPHO1 block: 28

What do the screens show for `CCc1ccc(NC(=O)C2CCCN(S(=O)(=O)c3ccc4c(c3)CC(C)N4C(C)=O)C2)cc1` (configuration not stated)?
MEKK2 WT-MEK5: 97; NALP1 yeast inh: 10; GalR3 antagonist: 2; OXTR ag: 2.2; MEKK2mut PB1 HTS: 0; V1aR counter: 2.5; GPR7 antagonist: -6; MEKK3 PB1 HTS: 96; PHOSPHO1 block: 10

How did COc1cc(/C=N/NC(=O)c2cccnc2)ccc1OCC(=O)Nc1ccc(C)cc1 do in these assays?
MEKK2 WT-MEK5: 89; NALP1 yeast inh: 28; GalR3 antagonist: -3; OXTR ag: -0.2; MEKK2mut PB1 HTS: -3; V1aR counter: 0.1; GPR7 antagonist: 0; MEKK3 PB1 HTS: 88; PHOSPHO1 block: 18

What do the screens show for `O=C1C(=O)N(C2CCS(=O)(=O)C2)C(c2cccc(O)c2)/C1=C(/O)c1ccc(Cl)cc1` (configuration not stated)?
MEKK2 WT-MEK5: 105; NALP1 yeast inh: 12; GalR3 antagonist: -7; OXTR ag: 0.0; MEKK2mut PB1 HTS: 3; V1aR counter: -0.7; GPR7 antagonist: -8; MEKK3 PB1 HTS: 100; PHOSPHO1 block: 29

4 neighbouring records out of the list so far, for reference:
Results for CN1CCN(C(=O)C2=C[C@H](C(C)(C)C)C[C@H](OCCCCO)O2)CC1 ?
MEKK2 WT-MEK5: 87; NALP1 yeast inh: 11; GalR3 antagonist: -11; OXTR ag: -0.6; MEKK2mut PB1 HTS: 1; V1aR counter: 1.0; GPR7 antagonist: 2; MEKK3 PB1 HTS: 97; PHOSPHO1 block: 40

Results for COc1ccc2cc(-c3[nH]ncc3CN3CCCC3c3nonc3C)ccc2c1 (configuration not stated) ?
MEKK2 WT-MEK5: 92; NALP1 yeast inh: 9; GalR3 antagonist: 1; OXTR ag: -1.7; MEKK2mut PB1 HTS: -13; V1aR counter: -0.7; GPR7 antagonist: -2; MEKK3 PB1 HTS: 107; PHOSPHO1 block: 50

How did O=C(Cc1ccccc1)Nc1ccc(N2CCCCC2)cc1 do in these assays?
MEKK2 WT-MEK5: 92; NALP1 yeast inh: -1; GalR3 antagonist: 1; OXTR ag: -0.7; MEKK2mut PB1 HTS: -13; V1aR counter: 2.1; GPR7 antagonist: 1; MEKK3 PB1 HTS: 101; PHOSPHO1 block: 28

What do the screens show for `CCc1ccc(NC(=O)C2CCCN(S(=O)(=O)c3ccc4c(c3)CC(C)N4C(C)=O)C2)cc1` (configuration not stated)?
MEKK2 WT-MEK5: 97; NALP1 yeast inh: 10; GalR3 antagonist: 2; OXTR ag: 2.2; MEKK2mut PB1 HTS: 0; V1aR counter: 2.5; GPR7 antagonist: -6; MEKK3 PB1 HTS: 96; PHOSPHO1 block: 10

Further structures
Results for N#CC1=C(N)N(c2ccccc2)C2=C(C(=O)CCC2)C1c1cccs1 (configuration not stated) ?
MEKK2 WT-MEK5: 91; GalR3 antagonist: -2; OXTR ag: 0.2; MEKK2mut PB1 HTS: 0; V1aR counter: 1.1; GPR7 antagonist: -17; MEKK3 PB1 HTS: 98; PHOSPHO1 block: 34

What do the screens show for `Cc1cn(C(=O)CN2C(=O)c3ccccc3C2=O)c(C)n1`?
MEKK2 WT-MEK5: 99; NALP1 yeast inh: -1; GalR3 antagonist: -1; MEKK2mut PB1 HTS: 1; GPR7 antagonist: -6; MEKK3 PB1 HTS: 100; PHOSPHO1 block: -1

How did CC(Oc1ccc(Br)cc1Br)C(=O)Nc1cccnc1Cl (configuration not stated) do in these assays?
MEKK2 WT-MEK5: 99; NALP1 yeast inh: 6; GalR3 antagonist: -3; MEKK2mut PB1 HTS: 0; GPR7 antagonist: -12; MEKK3 PB1 HTS: 99; PHOSPHO1 block: 26

Results for COc1ccc(/C=N/NC(=O)COc2ccc3ccccc3c2)c(C(=O)O)c1OC ?
MEKK2 WT-MEK5: 104; NALP1 yeast inh: 15; GalR3 antagonist: 2; OXTR ag: -0.8; MEKK2mut PB1 HTS: -1; V1aR counter: 0.1; GPR7 antagonist: -6; MEKK3 PB1 HTS: 103; PHOSPHO1 block: 2

Bioassay records deposited in PubChem by several laboratories.

Hits appear at their usual frequency; 5.4% or so of the library scored in one or more.
